# CHRM1 antagonist – blocks human M1 muscarinic receptor. CHO-K1 hM1, Fluo-8 calcium fluorescence, ACh EC80 antagonist. 1.3% of 360,000 active. AID 588852. P11229. inhibition, % at 3 µM;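 active = percent inhibition above its own plate's cutoff, namely the mean of that plate's compound wells plus 3 SD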;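 note: peak over basal fluorescence ratio during 140 s after agonist addition; 0% = ACh EC80 plus DMSO and 100% = DMSO alone without agonist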
# Target sequence (P11229 whole entry, looked up): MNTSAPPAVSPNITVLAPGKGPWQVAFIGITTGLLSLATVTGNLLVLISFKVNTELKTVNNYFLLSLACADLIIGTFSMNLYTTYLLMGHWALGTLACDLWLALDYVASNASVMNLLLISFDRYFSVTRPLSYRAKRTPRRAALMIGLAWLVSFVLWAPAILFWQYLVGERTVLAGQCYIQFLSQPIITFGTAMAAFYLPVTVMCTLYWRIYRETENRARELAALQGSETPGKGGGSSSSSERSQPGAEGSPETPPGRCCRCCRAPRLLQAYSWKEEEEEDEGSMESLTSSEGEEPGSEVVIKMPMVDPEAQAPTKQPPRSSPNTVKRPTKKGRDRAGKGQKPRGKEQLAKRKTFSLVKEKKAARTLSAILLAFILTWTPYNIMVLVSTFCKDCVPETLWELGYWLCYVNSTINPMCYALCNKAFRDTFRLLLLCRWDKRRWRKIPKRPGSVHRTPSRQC
# M4 PAM – CHRM4 positive allosteric modulation. activation, % at 3 µM. 0.4% of 360,000 active. CHO-K1 hM4/Gqi5, Fluo-8 calcium fluorescence, ACh EC20; 0% = ACh EC20, 100% = maximal ACh;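 active = activation above its plate's cutoff, the mean activation of sample wells plus 3 SD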; note: some results filed as inactive read as strong as hits
# M5 antag – CHRM5 antagonism in calcium assay; 0.59% of 360,000 active; inhibition, % at 3 µM; AID 624040; CHO-hM5 cells, Fluo-8 calcium fluorescence, ACh EC80;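 active = inhibition above a per-plate cutoff, the mean of that plate's test compounds plus 3 SD, cut at about 27% in these data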;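 note: 0% = acetylcholine EC80 with DMSO and 100% = DMSO without agonist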
# Target sequence (P08912 whole entry, looked up): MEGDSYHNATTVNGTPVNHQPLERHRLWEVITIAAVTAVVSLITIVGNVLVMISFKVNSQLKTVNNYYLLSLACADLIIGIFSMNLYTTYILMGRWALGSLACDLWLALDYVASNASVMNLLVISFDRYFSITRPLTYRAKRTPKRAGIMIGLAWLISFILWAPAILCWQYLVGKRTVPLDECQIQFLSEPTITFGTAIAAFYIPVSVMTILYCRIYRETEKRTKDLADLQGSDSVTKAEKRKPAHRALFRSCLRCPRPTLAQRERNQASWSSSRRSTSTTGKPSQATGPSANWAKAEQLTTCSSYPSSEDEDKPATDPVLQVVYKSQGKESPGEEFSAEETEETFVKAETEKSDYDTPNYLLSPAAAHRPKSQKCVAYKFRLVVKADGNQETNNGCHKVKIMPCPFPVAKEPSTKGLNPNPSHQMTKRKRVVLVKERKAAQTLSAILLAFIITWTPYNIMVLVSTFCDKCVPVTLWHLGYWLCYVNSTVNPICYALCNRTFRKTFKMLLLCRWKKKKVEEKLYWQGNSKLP
# M5 ag – CHRM5 agonism in calcium assay | P08912 | CHO-K1 hM5 cells, Fluo-8 calcium fluorescence; 0% DMSO wells, 100% maximal acetylcholine response | activation, % at 3 µM | 0.19% of 360,000 active | AID 624037;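 active = activation above the run's mean over test compounds plus 3 SD, cut at about 23% in these data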;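 note: signal is peak over basal fluorescence ratio across the kinetic read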
# CHRM4 antagonist – antagonists of human muscarinic M4 receptor (CHRM4); 0.73% of 360,000 active; P08173; CHO-hM4 cells, ACh EC80, Fluo-8 calcium fluorescence; inhibition, % at 3 µM;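 active = inhibition above its plate's cutoff, the mean inhibition of sample wells plus 3 SD, cut at about 27% in these data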;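 note: 0% = acetylcholine EC80 with DMSO and 100% = DMSO without agonist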
# CHRM1 PAM – potentiates human M1 receptor response to acetylcholine; 0.088% of 360,000 active; CHO-K1 hM1, Fluo-8 calcium fluorescence, ACh EC20; 0% = ACh EC20, 100% = maximal ACh; P11229; activation, % at 3 µM; in the data active = activation above about 19%, passing the limit was not always enough
# CHRM5 PAM – positive allosteric modulators of human muscarinic M5 receptor; P08912; CHO-K1 hM5, Fluo-8 calcium, ACh EC20 PAM; 0% = ACh EC20, 100% = ACh EC100; activation, % at 3 µM; 0.3% of 360,000 active;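 active = activation above the run cutoff, the mean activation of all test compounds plus 3 SD, cut at about 18% in these data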
#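 Assay system – human M5 receptor in CHO-K1 cells · Read-out – % activation, ACh-normalized · Technique – Fluo-8 calcium fluorescence · Dosing – single-point, 3 µM nominal · Incubation – Fluo-8 loading 80 min at 37 °C plus 30 min room temperature · Repeats – singlicate, one well per test compound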
# M4 ag – agonists of human muscarinic M4 receptor (CHRM4); P08173; CHO-K1 hM4/Gqi5, Fluo-8 calcium fluorescence; vehicle 0%, full acetylcholine response 100%; activation, % at 3 µM; 0.14% of 360,000 active; AID 624127;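 active = activation above the run mean over all test wells plus 3 SD, cut at about 32% in these data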;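 note: peak over basal fluorescence ratio per well then scaled between controls; 0% = DMSO wells and 100% = acetylcholine at EC100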
# CRFR2-BP ag – CRF-BP/CRF-R2 complex agonism | HEK293 CRF-R2/CRF-BP, calcium dye fluorescence (FLIPR); percent of saturating CRF peptide response | activation, % at 13.2 µM | 0.46% of 350,000 active;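 active = activation of at least 50%, plus an integration ratio under a set limit after plate pattern correction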;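 note: plate controls were neutral control wells without compound for no effect and CRF at EC100 for full effect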
# An asterisk follows results filed as active; . = not tested or not shown.
compound,CRFR2-BP ag,M4 ag,M4 PAM,M5 antag,CHRM1 antagonist,CHRM1 PAM,M5 ag,CHRM5 PAM,CHRM4 antagonist
COc1cc(S(=O)(=O)Nc2cccc(C)c2)ccc1NC(=O)c1ccncc1,-2.4,3,-3,7,0,4,0,-3,3
CC(NC(=O)N(Cc1ccccc1)Cc1ccc2c(c1)OCO2)(C(F)(F)F)C(F)(F)F,-1.1,0,8,-8,0,3,-1,6,-1
C[C@@H]1CN([C@H](C)CO)C(=O)CCCn2nncc2CO[C@H]1CN(C)S(=O)(=O)c1ccc(Cl)cc1,0.1,1,9,-15,-10,4,-1,3,-22
COC(=O)CC#N,-1.1,1,2,-3,-3,0,1,0,-2
O=C(CCCN1C(=O)C2CCCCN2C1=O)N1CCN(c2ccc([N+](=O)[O-])cc2)CC1 (stereo not given),-1.3,6,7,8,-5,6,7,-4,5
COc1ccc(CN(C)C(=O)CCN(c2ccccc2)S(=O)(=O)c2ccc(C)cc2)c(OC)c1,4.5,4,-5,1,2,0,-6,-10,-2
Cc1ccc(NS(=O)(=O)c2ccc(Cl)s2)cc1S(=O)(=O)N(C)C,-4.2,2,-2,6,-7,1,1,-7,2
COc1ccc2[nH]c(=O)c(CNc3ccccc3)cc2c1,15,1,4,1,-4,8,0,-7,3
CC(=O)c1ccc(N2CCN(c3ccc(C(N)=O)cc3[N+](=O)[O-])CC2)cc1,-1.8,5,-4,6,11,-18,-1,-8,7
Cc1ccc(C(=O)Nc2ccon2)cc1S(=O)(=O)N1CCOCC1,0.7,-1,-3,4,-1,3,1,0,5
CC(=O)c1cccc(NC(=O)CN(C)S(=O)(=O)c2ccccc2)c1,1.2,3,-4,2,-3,6,3,5,-1
O=C(Nc1cccnc1)c1cccnc1,0.9,3,1,2,16,-6,3,0,5
N#CC(C#N)=Cc1cc2ccccc2nc1N1CCOCC1,-0.2,2,0,5,-2,7,3,-3,5
O=C(CSc1ccc2nc(-c3ccccc3)cn2n1)NCC1CCCO1 (stereo not given),-1.4,2,9,-10,-21,21,0,13,3
COCC1CCCN(Cc2cn(-c3ccccc3)nc2-c2ccc3c(c2)OCO3)C1 (stereo not given),0.1,2,-4,11,-4,3,-2,-12,-11
COc1ccccc1CC(=O)NC(=O)c1ccccc1O,-0.8,1,3,-5,8,1,-5,0,3
CCCCCN(C(=O)CCC(=O)OCC(=O)c1ccc(C(C)CC)cc1)c1c(N)n(CCCC)c(=O)[nH]c1=O (stereo not given),0.0,0,8,-1,-18,15,4,0,-12
CC12CCC(C(=O)N3CCN(c4ncccn4)CC3)(c3nc4ccccc4nc31)C2(C)C (stereo not given),1.0,1,0,2,-14,0,-2,-1,1
O=C(c1ccccc1)N1CCN(CC(O)COc2cccc3ccccc23)CC1 (stereo not given),0.3,3,-1,7,-11,8,-14,-1,-10
Cc1ccc(S(=O)(=O)NCCSc2nncn2C)cc1,-0.1,2,6,-4,-10,8,-1,6,0
Cc1cc(-c2ccc(C)c(S(=O)(=O)NCCCN(Cc3ccccc3)C(C)C)c2)on1,-0.7,0,-5,-8,5,-4,-10,-1,-12
CC(C)(C)OC(=O)N1CCC(C(=O)Nc2cccc(C(=O)N3CCCCC3)c2)CC1,-1.6,4,-3,-4,3,-2,0,2,-2
COc1cc2nc(CN3CCN(S(=O)(=O)c4ccc(Br)cc4)CC3)[nH]c(=O)c2cc1OC,1.0,5,3,10,-4,3,-7,2,-5
CCOC(=O)c1nnn(-c2nonc2N)c1CNc1ccc(C)c(Br)c1,0.9,-1,-4,-4,-13,-7,-12,-10,-15
COc1ccccc1NC(=O)C[n+]1ccccc1,0.0,0,-3,-9,4,6,-4,0,9
CCCc1nnc(NC(=O)CCC(=O)N2CCC(C)CC2)s1,-0.9,1,7,-7,-13,7,-5,-1,-5
O=C(NCc1ccccc1Cl)c1cnn2cccnc12,-1.5,0,-4,-1,-10,4,-2,1,4
CCOc1ccc(Cl)cc1CNc1nnnn1C,-1.9,1,6,1,7,7,-1,-2,-12
COc1ccc(NC(=O)C2Cc3c(-c4cccc(F)c4)ccnc3O2)cc1OC (stereo not given),.,18,-1,11,5,-3,7,-13,-4
CC1=NC(C#N)=C(C#N)NC(C)(C)C1,0.3,1,-5,17,-5,3,-3,-4,4

# An excerpt of these results, as labelled records.
COc1ccccc1CC(=O)NC(=O)c1ccccc1O
  CRFR2-BP ag: -0.8; M4 ag: 1; M4 PAM: 3; M5 antag: -5; CHRM1 antagonist: 8; CHRM1 PAM: 1; M5 ag: -5; CHRM5 PAM: 0; CHRM4 antagonist: 3
CCCCCN(C(=O)CCC(=O)OCC(=O)c1ccc(C(C)CC)cc1)c1c(N)n(CCCC)c(=O)[nH]c1=O (stereo not given)
  CRFR2-BP ag: 0.0; M4 ag: 0; M4 PAM: 8; M5 antag: -1; CHRM1 antagonist: -18; CHRM1 PAM: 15; M5 ag: 4; CHRM5 PAM: 0; CHRM4 antagonist: -12

# (cont.)
compound,CRFR2-BP ag,M4 ag,M4 PAM,M5 antag,CHRM1 antagonist,CHRM1 PAM,M5 ag,CHRM5 PAM,CHRM4 antagonist
O=C(CCCSc1nnc(SCCCC(=O)c2ccc(F)cc2)s1)c1ccc(F)cc1,4.4,7,-4,-2,4,-9,3,-1,-10
Cc1ccc(CCN2CC(C(=O)NCc3cccnc3)CC2=O)cc1 (stereo not given),2.2,0,7,4,-4,4,2,-1,-2
OCCCc1nc2n(n1)C(c1ccccc1)C=C(c1ccccc1)N2 (stereo not given),22,4,-3,6,0,-3,2,-7,2
CCc1[nH]nc2c1C(c1ccncc1)C(C#N)=C(N)O2 (stereo not given),8.0,1,-3,8,-3,-4,1,2,12
Cc1cc(F)ccc1-c1cc(C(=O)NCc2ccccc2)[nH]n1,.,2,10,-4,-7,10,4,0,-18
COc1cccc(C2c3c(oc4ccc(Cl)cc4c3=O)C(=O)N2c2cc(C)on2)c1OC (stereo not given),-2.9,1,-5,-3,16,-9,1,5,16
CC(=O)Nc1ccc(-c2csc(NC(=O)C3CC(=O)N(c4ccc5c(c4)OCCO5)C3)n2)cc1 (stereo not given),-6.3,1,0,9,-8,4,1,-11,-6
C[C@@H]1CN([C@@H](C)CO)C(=O)c2cc(Br)cnc2O[C@H]1CN(C)S(=O)(=O)c1cccs1,-1.3,2,0,3,-10,9,-1,3,-14
O=C(CSc1nnc(NC(=O)c2ccco2)s1)Nc1ccccc1,-1.8,0,-2,-3,-3,7,-3,8,-1
Cc1cccc(NCc2ccc(Br)cc2)n1,-0.4,0,-1,1,-5,-1,-10,-4,-8
Cn1cccc1C(=O)OCC(=O)NCCc1ccccc1,-0.8,0,4,-5,14,2,1,2,4
CCCCCCSc1ccc([C@@H]2[C@H]3C(=O)N(C)C(=O)[C@H]3[C@]3(C(=O)OC)CCCCN23)cc1OC,1.7,2,0,3,4,-6,7,-7,-13
O=C(COc1ccc(F)cc1Cl)Nc1ccccc1C(=O)N1CCCCC1,-0.2,4,3,-2,-4,9,3,3,-8
CN1CCN(C(=S)Nc2cccc(S(=O)(=O)N(C)C)c2)CC1,2.4,1,2,-7,-12,6,-2,3,-7
Cc1cc(C)c(C)c(C(=O)C2OC(=O)C(C)(C)C(=O)C2(C)C)c1C (stereo not given),4.7,-1,0,-1,-1,5,-4,-3,8
CCn1c(SCC(=O)N/N=C/C=C/c2ccccc2[N+](=O)[O-])nnc1-c1ccccc1,-4.3,5,-2,12,-14,6,-2,-8,2
COCCCNC(=O)/C=C1\Sc2ccccc2N(Cc2ccccc2F)C1=O,3.7,0,4,11,-10,4,0,-2,1
Oc1ccccc1N1CCN(c2ncnc3sc(-c4ccccc4)cc23)CC1,-3.6,11,-28,11,26*,-10,3,-23,17
CCN(C(=O)COC(=O)c1cn(-c2ccccc2)nc1-c1ccccc1)C1CCS(=O)(=O)C1 (stereo not given),-2.8,6,-2,12,-3,9,1,-2,-5
Cc1ccc(/C=c2\sc3n(c2=O)CN(c2cccc(Br)c2)CN=3)o1,-0.1,0,0,4,-8,1,-3,3,4
O=C(O)CC1(CC(=O)N2CCN(CCO)CC2)CCCC1,-1.1,1,5,1,-10,11,-2,1,3
Cc1ccc(C)c(S(=O)(=O)N2CCCOC2CNC(=O)C(=O)NCCCn2ccnc2)c1 (stereo not given),0.7,1,10,1,3,-5,-1,-4,2
CCCC(=O)NCc1ccccc1Cl,0.5,2,5,4,-5,6,4,8,-3
CCCCn1c(N)c(N(CCC(C)C)C(=O)C2CC(=O)N(c3ccc4c(c3)OCCO4)C2)c(=O)[nH]c1=O (stereo not given),-0.5,0,-3,-3,-7,4,-3,2,8
CCOc1ccc(OCC)c(NC(=O)C2CCN(S(=O)(=O)c3cccc4nonc34)CC2)c1,2.6,0,9,-1,-22,4,-1,5,3
CC(C)(C)NC(=O)COc1ccc(CNCCc2ccccc2)cc1,0.2,5,-10,9,-2,-2,-12,-11,-14
CC(=O)NC(C)Cc1cn(Cc2ccccc2)c2ccccc12 (stereo not given),-1.2,18,-5,22,14,-2,0,-8,7
CC(=O)NCC(=O)OCC(=O)c1ccc(Cl)cc1,-0.4,0,-4,-4,-5,7,-4,9,1
Cc1cccc(OCc2n[nH]c(=S)n2-c2ccccc2)c1,-3.3,1,2,7,2,-1,-4,-1,-4
CN=C1N(C)C[C@@H]2[C@@H]3C(=O)N(C)C(=O)[C@@H]3[C@](Cc3ccccc3)(C(=O)OC)N12,-0.6,1,8,-5,-11,7,2,-2,-18
COc1cccc(NC(=S)N(Cc2ccc(C)cc2)Cc2ccccn2)c1,5.7,2,7,8,-3,4,-3,2,-3
COc1ccc(CCN=C(N)NS(=O)(=O)c2ccc(OC)cc2)cc1,-2.0,2,11,4,-5,8,-5,0,-9
COCCNC(=O)c1ccc(C)c(S(=O)(=O)Nc2ccc(C)cc2)c1,-0.4,1,9,-6,-10,14,2,8,-8
CCc1cc(C(=O)NC2CCCc3c2cnn3-c2ccc(F)cc2F)no1 (stereo not given),-1.3,9,-4,-2,12,-11,6,-11,-8
Cc1cccc(N2C(=O)C(Oc3ccc(Cl)cc3Cl)C2C(=O)O)c1C (stereo not given),0.2,0,4,2,2,3,-3,-1,6
Cc1cc(OCC(=O)NC2CC(C)(C)NC(C)(C)C2)c(C)cc1Br,-0.8,2,-6,12,5,-3,-7,-5,11
COc1ccc([N+](=O)[O-])cc1NC(=O)C(C)c1ccccc1 (stereo not given),-1.6,-1,-3,10,-4,3,-3,-3,7
CN(C)S(=O)(=O)c1ccc(C(=O)OCC(=O)Nc2ccc3c(c2)OCO3)cc1,-1.6,2,9,5,6,4,2,1,-9
CC(O)/C=C/C1OC(=O)CC1Nc1ccc(C=O)cc1 (stereo not given),4.2,1,3,5,-2,4,3,-2,-1
COc1cc(/C=N/N=C(/N)c2nonc2N)cc(Br)c1OCc1ccccc1C,1.2,1,4,-22,-1,-2,-9,1,-8
CCOC1=C2CN(S(=O)(=O)c3ccc(C)cc3)[C@H](c3cccc4ccccc34)C[C@H]2C(C#N)(C#N)C(C#N)(C#N)C1,.,3,7,-6,-7,10,2,11,-2
